# Screens from PubChem.
# NR2E3 ag-1 = agonists of human NR2E3 nuclear receptor; AID 602229; hit rate 0.35% among 360,000; inhibition of corepressor binding, % at 3.98 µM; CHO-S Gal4-NCOR/VP16-NR2E3 two-hybrid, luciferase;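 active = inhibition above the mean of all tested compounds plus 3 SD, cut at about 70% in these data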;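 also: 0% = DMSO with NR2E3 transfected cells and 100% = cells lacking NR2E3 construct; higher means lower luciferase signal from less NR2E3 corepressor binding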
# Target sequence (Q9Y5X4 whole entry, looked up, the tested form may be a part): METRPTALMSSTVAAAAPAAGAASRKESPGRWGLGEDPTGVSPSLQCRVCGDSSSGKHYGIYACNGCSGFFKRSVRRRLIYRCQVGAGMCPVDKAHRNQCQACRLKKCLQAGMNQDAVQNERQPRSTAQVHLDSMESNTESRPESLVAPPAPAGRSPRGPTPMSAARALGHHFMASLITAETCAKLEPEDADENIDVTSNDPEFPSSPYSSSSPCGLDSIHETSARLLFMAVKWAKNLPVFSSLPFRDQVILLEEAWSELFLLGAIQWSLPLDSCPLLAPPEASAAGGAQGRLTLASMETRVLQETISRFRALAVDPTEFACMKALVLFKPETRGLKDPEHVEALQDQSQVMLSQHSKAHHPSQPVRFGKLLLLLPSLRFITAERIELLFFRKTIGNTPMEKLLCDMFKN
# TRPM1 prom inh = MITF TRPM1 promoter inhibition in SK-MEL-5 cells; SK-MEL-5 TRPM1 promoter luciferase, 24 h; inhibition, % at 12.5 µM; hit rate 0.83% among 330,000; AID 488899;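 active = mean inhibition across replicates of 60% or more, whatever share of single replicates reaches that level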; also: values of inactives mirror those of a sister screen read the other way
# TROY NFkB inh = inhibitors of TROY-dependent NF-kB signaling | Q293 LMP1-TROYcd NF-kB luciferase reporter, 4 h | inhibition, % at 10 µM | hit rate 0.98% among 360,000 | AID 1347056;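 active = compounds whose plate-normalised and pattern-corrected inhibition of the luciferase reporter signal at the single screening dose is 50% or more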
# CF NFkB block = cystic fibrosis NF-kB activation inhibition | KKLEB NF-kB-GFP reporter, PAF-induced, GFP fluorescence overnight | AID 588850 | inhibition, % at 5 µM | hit rate 0.86% among 360,000;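 active = at least 50% inhibition at 5 µM, scaled per plate between neutral and stimulator controls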;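 also: PAF is a Pseudomonas aeruginosa culture filtrate used as stimulus; plate controls were PAF-stimulated DMSO wells for no effect and unstimulated DMSO wells for full effect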
# Shn3 inh set2 = Schnurri-3 reporter inhibition in Clone20 osteoblasts. Clone20 osteoblast Shn3 3'UTR firefly luciferase, 24 h. AID 588674. hit rate 0.52% among 360,000. inhibition, % at 12.5 µM;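 active = mean inhibition of at least 75% with every replicate also reaching 75%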;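 also: 0% = median of neutral control wells and 100% = pilot-screen positive control compound; some compounds past the cut are filed as inactive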
# Peg3 promoter = reduces Peg3 promoter-driven luciferase expression in HeLa; HeLa PEG-Prom luciferase reporter, luminescence, overnight; inhibition, % at 20 µM; hit rate 1.7% among 360,000; AID 588405;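 active = inhibition of at least 50% at 20 µM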
# NR2E3 ag-2 = NR2E3 (human) agonism | hit rate 0.12% among 320,000 | Q9Y5X4 | GST-NR2E3/biotin-RetCOR TR-FRET, 1536-well | AID 2300 | inhibition of corepressor binding, % at 4.78 µM;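 active = percent inhibition above the cutoff of mean plus 3 SD of all tested compounds, set per screening campaign, cut at about 20% in these data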;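 also: 0% = DMSO wells and 100% = biotin wells as full block of FRET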
#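 Material: NR2E3–RetCOR corepressor complex / Amount: 1.35 nM GST-NR2E3 / Medium: Tris pH 7.5 / Compound: single nominal compound dose of 4.8 µM / Incubation: 5 h at 4 °C / Technique: TR-FRET, Eu(K)-anti-GST donor, streptavidin-D2 acceptor, ex 340, em 617/671 nm / Read-out basis: percent loss of FRET ratio relative to control wells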
# TRAIL sens C8 = sensitizes caspase-8 expressing cells to TRAIL; NB7+C8 cells + TRAIL, ATPlite viability luminescence; inhibition (viability loss, TRAIL sensitization), % at 10 µM; hit rate 1% among 360,000; AID 624354;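 active = compounds causing at least 50% loss of cell viability in the single-dose screen, relative to plate controls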
# HIF-2a block = inhibitors of HIF-2a; AID 624352; inhibition, % at 18.8 µM; 786-0 RCC cells HIF-2a reporter, luciferase luminescence, overnight; hit rate 0.72% among 360,000;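 active = inhibition of the luminescence signal of 40% or more relative to plate controls, in a single-dose primary screen at 18.75 µM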
# TWEAK-Fn14 inh = TWEAK-Fn14 signaling inhibition; TWEAK-stimulated Fn14 reporter cells, luciferase luminescence, 8 h; inhibition, % at 10 µM; hit rate 2% among 360,000; in the data active = inhibition above about 50%
# KKLEB tox = reduces viability of KKLEB cystic fibrosis airway cells | AID 602141 | KKLEB CF airway cells viability, ATPlite luminescence, overnight; hits give low values; cells stimulated with P. aeruginosa culture filtrate | activity change (cytotoxicity), % at 5 µM | hit rate 0.36% among 360,000;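 active = corrected activity change at or below -50% at 5 µM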
# Starred values were filed as active, the others as inactive; / = not tested or not shown; & = joins results of further samples; ! = repeats disagree. The list is partial; rates above refer to the full screens.
SMILES,NR2E3 ag-1,TRPM1 prom inh,TROY NFkB inh,CF NFkB block,Shn3 inh set2,Peg3 promoter,NR2E3 ag-2,TRAIL sens C8,HIF-2a block,TWEAK-Fn14 inh,KKLEB tox
CCOC(=O)C1=C(C)NC(C)=C(C(=O)OCC)C1C(=O)OCC(=O)N(CC)C1CCS(=O)(=O)C1 (stereo not drawn),0.8,3.0,-9.9,17.7,-2.6,5.8,-0.4,-3.3,14.5,-2.1,-13.0
COc1cccc(/C=N/NC(=O)C(=O)N2CCCCCC2)c1O,-6.6,-1.7,-13.4,-33.4,29.7,-13.8,-4.2,1.0,-14.4,2.7,34.7
Nc1nc2ncc(-c3ccsc3)c(N)n2n1,-8.1,6.8,6.6,9.2,16.5,13.1,-0.4,-4.7,15.0,2.0,10.1
Cc1cc(C(F)(F)F)c(C#N)c(SCC(=O)NC(C)(C)C)n1,-17.7,-7.4,-2.4,-1.9,-5.1,4.2,-0.1,13.9,7.2,-0.1,4.7
Cn1ncc(C(=O)Nc2ccc(OC(F)(F)F)cc2)c1-n1cccc1,3.0,2.1,-50.1,36.4,16.3,-0.8,0.1,2.4,-4.2,-39.3,-19.0
CC(=O)Nc1ccc(CN2CCCCCCC2)cc1,-9.1,-5.7,13.7,3.7,-20.7,10.7,2.8,6.8,16.3,-0.3,-2.6
Cc1ccc(NS(=O)(=O)c2cccc(C(=O)NCC(c3cccs3)N3CCOCC3)c2)cc1 (stereo not drawn),-15.7,8.4,4.7,-11.8,8.2,10.1,-0.8,-5.5,12.7,11.9,-1.9
NC(=O)c1ccsc1NC(=O)CSc1nc2ccccc2c(=O)n1CCCO,-0.4,-2.2,11.2,-24.7,24.8,17.7,5.2,18.6,17.7,18.8,7.7
O=S(=O)(c1ccc(Oc2ccc(S(=O)(=O)N3CCOCC3)cc2)cc1)N1CCOCC1,16.8,15.2,9.0,-13.9,29.1,11.6,0.1,-2.2,7.7,16.2,5.8
Cc1nc(S(=O)(=O)N2CCOCC2)c(C#N)c(C)c1Cl,8.9,14.8,-0.3,11.8,3.6,5.3,0.9,9.7,16.9,-2.0,7.0
O=C(NNc1ccc(-c2csnn2)cc1)c1ccccc1C(F)(F)F,-3.8,3.6,7.7,-4.1,18.9,12.2,1.7,0.3,10.2,5.5,3.6
CC1(C)CC(=O)C=C(Nc2ccccc2O)C1,-0.7,12.5,12.1,1.8,2.8,3.2,0.9,-8.2,31.7,16.1,-1.1
O=[N+]([O-])c1ccc(S(=O)(=O)N2CCN(Cc3c[nH]c4ccccc34)CC2)cc1,20.7,22.6,-6.3,-7.6,-6.5,26.2,-2.7,3.2,7.0,17.6,-2.4
Cc1nc(NC(=O)COC(=O)CCc2nc3ccccc3s2)c(Cl)cc1Cl,1.8,-4.7,7.1,-18.5,-10.3,11.9,-0.8,-1.0,15.2,6.0,10.3
O=C(Nc1ccc(N2CCN(C(=O)c3ccc(Cl)cc3)CC2)cc1)c1cccs1,0.1,1.8,13.6,21.2,19.2,1.4,0.5,3.6,7.2,-10.8,-29.8
CCCn1c(SCC(=O)NCCCN2CCCC2=O)nc2ccccc2c1=O,35.6,5.6,3.0,8.7,-4.1,19.1,/,2.5,10.0,7.2,-11.4
C=CCNc1nc(-c2ccccn2)nnc1-c1ccccc1,-1.4,78.3*,15.7,28.1,91.0*,34.6,2.4,-4.5,7.1,-10.5,-30.6
CCC1Oc2ccc(C)cc2N(CC(=O)NCCC2=CCCCC2)C1=O (stereo not drawn),13.4,12.4,2.5,0.9,-3.5,22.4,3.4,9.7,20.0,5.0,5.2
O=C(NCc1cccs1)C1CCCN(c2nc3ccccc3o2)C1 (stereo not drawn),12.5,-4.5,-0.8,8.4,10.5,7.2,-0.6,4.9,2.5,8.6,3.7
CC1Cc2ccccc2N1C(=O)COC(=O)c1ccc(N(C)C)cc1 (stereo not drawn),-13.8,-9.0,2.8,-3.5,-5.6,-41.2,0.8,5.5,-14.5,-2.5,8.1
COc1cc(CC(=O)OCC(=O)Nc2ccc(N3CCOCC3)cc2)cc(OC)c1OC,-24.4,1.3,-1.3,4.2,-7.7,12.8,0.4,-6.3,-4.2,4.2,-0.7
Cc1ccc(NC(=O)c2ccc(F)cc2)cc1S(=O)(=O)N1CCCCCC1,-10.6,16.4,30.2,15.6,21.4,16.4,3.2,4.7,5.5,43.5,-7.5
Fc1ccc2[nH]c3c(N4CCN(c5ccccc5)CC4)ncnc3c2c1,80.3*,32.9,75.8*,-14.5,88.9*,103.8*,0.6,29.2,-12.6,102.5*,-3.4
CC(=O)N1CCN(CC(=O)Nc2ccccc2Sc2ccc(Cl)cc2)CC1,-27.7,8.3,16.4,9.9,25.2,15.5,1.2,-1.9,34.6,0.9,-6.2
CCOC(=O)c1sc(=NC(=O)c2cc(OC)c(OC)c(OC)c2)n(C)c1C,9.9,2.9,4.3,1.3,24.9,7.9,-0.8,0.5,-10.3,-28.0,-8.6
C/C(=N\NC(=O)c1nn(C)cc1Cl)c1ccncc1,-19.4,2.6,-15.8,18.5,-5.6,-9.4,-0.3,3.0,-4.8,-10.9,4.9
COc1cccc(NC(=O)NC2CCCc3ccccc32)c1 (stereo not drawn),3.7,8.4,-9.8,4.1,-50.7,0.0,-0.2,-8.9,-11.8,1.9,-35.5
CCOC(=O)C1CCCN(S(=O)(=O)c2ccc3c(c2)N(C(C)=O)CCO3)C1 (stereo not drawn),4.5,0.0,-0.9,6.8,12.4,1.4,-0.5,-5.1,4.0,13.4,2.7
O=C(NC1CC1)c1cccc(S(=O)(=O)Nc2ccccc2F)c1,1.5,-9.7,14.8,-21.6,10.2,0.6,1.2,-4.3,7.0,5.3,-1.3
CCn1c(CSc2nnc(-c3ccoc3C)n2C)nc2cc(S(=O)(=O)N(C)C)ccc21,5.3,9.1,15.6,-9.3,1.8,9.0,4.0,-5.0,5.5,-15.8,9.3
COCC(=O)Nc1nc(-c2ccccc2)ns1,-44.7,-15.0,-28.5,-2.7,-12.8,-55.3,-5.0,0.2,-55.6,-1.8,2.6
CCCCCOC(=O)Cn1c(N2CCOCC2)nc2c1c(=O)[nH]c(=O)n2C,-21.5,-6.1,28.7,16.3,-5.0,-0.9,7.0,-6.2,5.3,-11.6,-1.6
CC(CN1CCC(O)CC1)c1ccccc1 (stereo not drawn),-9.5,-1.1,-11.0,6.6,4.0,4.9,-1.2,-3.3,7.6,-16.5,-2.8
COc1cc(/C=N/N(CCO)C2=NS(=O)(=O)c3ccccc32)cc(OC)c1OC,-2.5,-19.4,8.9,-0.5,7.0,33.6,-1.8,-0.6,2.8,-12.4,-11.3
C=CCn1c(SCC(=O)NNC(=O)Nc2cccc(Cl)c2)nnc1-c1ccccc1,2.4,10.1,-11.3,23.5,5.3,28.6,5.5,26.9,16.0,13.0,-5.5
CC(=NNC(=S)N1CCN(c2ccccn2)CC1)c1ccccn1,3.8,-6.8,-4.1,-12.9,3.8,-7.0,/,-6.1,-41.9,-4.0,13.0
CC(C)(C)OC(=O)C[C@@H]1C/C=C\C[C@H](CC(=O)NCCO)C(=O)N2CCC[C@@H]2COC1=O,4.2,8.6,-2.6,2.0,-15.1,5.9,/,-13.5,6.8,-6.8,5.1
O=C(c1ccco1)N1CCN(C(=O)C2CC(c3ccc(Cl)c(Cl)c3)=NO2)CC1 (stereo not drawn),-14.2,-6.6,-3.7,9.0,-5.3,-4.9,2.6,2.5,0.2,11.9,-6.6
COc1ccc(NC(=O)C(=O)N/N=C/c2cccnc2)cc1,-17.3,3.5,-8.8,-8.7,18.3,8.3,-1.0,9.7,8.4,-0.7,2.6
Cn1nc(C(=O)NCc2cccnc2)c2ccccc2c1=O,-0.6,7.8,4.8,-0.4,4.2,1.8,0.8,-2.3,15.7,6.0,-3.2
CSc1nc(-c2ccccc2)cc(C)c1C#N,-16.4,-1.6,-3.4,-11.0,2.3,8.6,1.6,-1.1,0.2,-7.6,-8.0
O=C(CCNC(=O)c1ccc(Cl)cc1)Nc1cccc(S(=O)(=O)N2CCCCC2)c1,3.6,5.4,-14.0,32.0,0.0,16.2,0.8,19.9,6.0,8.5,-22.0
Cc1cc(=O)cc(C)n1-c1ccc(Cl)c(Cl)c1,-13.7,10.1,-36.6,-5.8,-3.4,5.8,5.5,-12.8,-4.1,24.9,18.1
CCOC(=O)c1c(Nc2ccc(Cl)cc2)sc(/C=C2\C=Nc3ccccc32)c1O,0.2&-36.4,3.8,-5.0&-4.9,26.3&44.9,10.2&-5.7,26.8&4.2,0.7,1.4&2.6,2.6&-122.0,-28.4&-76.0,-51.1*!
COC(=O)c1c(C(=O)OC)c2ccccn2c1C(=O)c1ccccc1,-35.4,7.0,13.5,4.8,4.3,15.9,1.9,-13.2,13.9,19.7,-4.3
CC(=O)NCCc1nc2cc(NC(=O)c3ccc(Cl)cc3)ccc2n1C,-141.9,-24.7,-16.1,-3.7,-44.8,-250.6,3.4,14.4,-129.8,10.0,-10.8
CCCCNc1ncnc2c1nnn2Cc1ccccc1Cl,4.9,3.8,-0.9,0.3,-31.8,5.0,-1.8,5.8,1.8,10.8,-16.2
CCOc1ccc2[nH]c(=O)c(C(c3nnnn3Cc3ccco3)N3CCCC(C)C3)cc2c1 (stereo not drawn),-7.5,-0.1,6.5,7.0,0.4,14.1,-1.8,-20.9,13.7,1.2,-4.0
Cc1cccc(OCCOc2ccccc2C=C(C#N)C#N)c1,-17.5,-3.6,-33.4,-0.8,-21.2,-84.4,1.1,6.6,-70.2,26.9,-8.3
CCOC(=O)N1CCN(C(=O)c2ccc3c(c2)N(C)C(=O)/C(=C\c2ccc(OCC)c(OC)c2)S3)CC1,20.3,15.0,29.5,28.2,46.2,52.6*,4.1,13.1,14.0,17.6,-15.9
S=C1SCN(Cc2ccccc2)CN1Cc1ccco1,-14.8,/,-4.0,-1.5,-9.8,17.5,/,-0.6,0.5,10.0,3.7
Cc1cc(C)c[n+](CC(=O)c2ccc(-c3ccccc3)cc2)c1,-10.0,-4.1,0.8,5.5,-7.6,-7.8,1.3,4.8,18.5,-16.6,-3.8
O=C(NCCc1ccc2c(c1)OCCO2)c1ccc([N+](=O)[O-])cc1Cl,-7.2,9.4,-3.5,-6.7,9.0,5.1,4.2,3.2,-11.4,0.5,-3.8
N#Cc1ccc(NC(=O)c2cc(-c3cccs3)on2)cc1,0.9,-1.7,-5.6,7.1,6.3,-50.9,2.9,-30.3,-4.2,-95.1,-3.0
Cc1cccc(C)c1NC(=O)c1ccc2sc([C@H]3C[C@H](O)[C@@H](CO)O3)nc2c1,9.9,/,-7.8,4.3,-12.6,0.5,/,-5.5,2.4,5.9,-4.3
